Assay outcomes as filed in PubChem.
UCHL1 block: human UCHL1 deubiquitinase inhibition; 0.2% of 47,000 active; AID 1645859; P09936; inhibition, % at 20 µM; purified UCHL1, Ub-rhodamine cleavage fluorescence
USP7 inh: inhibitors of human USP7 deubiquitinase | Q93009 | purified USP7, Ub-rhodamine cleavage fluorescence | inhibition, % at 20 µM | 0.3% of 47,000 active
USP8 block: human USP8 deubiquitinase inhibition | 4.2% of 47,000 active | purified USP8, Ub-rhodamine cleavage fluorescence, 30 min | AID 1645853 | inhibition, % at 20 µM
USP17 inh: inhibitors of human USP17 deubiquitinase; A8MUK1; purified USP17, Ub-rhodamine cleavage fluorescence, 3 h; inhibition, % at 50 µM; 6.5% of 47,000 active
OTUD3 block: human OTUD3 deubiquitinase inhibition. Q5T2D3. purified OTUD3, Ub-rhodamine fluorescence, 2 h. inhibition, % at 25 µM. 0.7% of 47,000 active
Target sequence (Q5T2D3 whole entry, looked up): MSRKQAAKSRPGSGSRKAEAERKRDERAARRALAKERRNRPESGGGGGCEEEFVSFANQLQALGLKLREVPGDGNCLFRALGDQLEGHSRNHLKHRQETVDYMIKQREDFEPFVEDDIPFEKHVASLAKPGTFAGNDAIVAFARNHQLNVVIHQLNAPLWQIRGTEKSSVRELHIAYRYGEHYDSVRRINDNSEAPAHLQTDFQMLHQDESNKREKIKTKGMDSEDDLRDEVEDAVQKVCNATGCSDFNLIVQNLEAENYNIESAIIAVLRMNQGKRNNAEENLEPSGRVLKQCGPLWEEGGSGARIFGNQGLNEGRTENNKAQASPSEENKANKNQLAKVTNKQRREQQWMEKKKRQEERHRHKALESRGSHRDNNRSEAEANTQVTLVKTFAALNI
USP28 block: inhibitors of human USP28 deubiquitinase | AID 1645857 | 3% of 47,000 active | Q96RU2 | purified USP28, Ub-rhodamine cleavage fluorescence, 30 min | inhibition, % at 25 µM
USP30 inh: human USP30 deubiquitinase inhibition; Q70CQ3; purified USP30, Ub-rhodamine cleavage fluorescence; inhibition, % at 25 µM; 5.3% of 47,000 active; AID 1645860
Target sequence (Q70CQ3 whole entry, looked up): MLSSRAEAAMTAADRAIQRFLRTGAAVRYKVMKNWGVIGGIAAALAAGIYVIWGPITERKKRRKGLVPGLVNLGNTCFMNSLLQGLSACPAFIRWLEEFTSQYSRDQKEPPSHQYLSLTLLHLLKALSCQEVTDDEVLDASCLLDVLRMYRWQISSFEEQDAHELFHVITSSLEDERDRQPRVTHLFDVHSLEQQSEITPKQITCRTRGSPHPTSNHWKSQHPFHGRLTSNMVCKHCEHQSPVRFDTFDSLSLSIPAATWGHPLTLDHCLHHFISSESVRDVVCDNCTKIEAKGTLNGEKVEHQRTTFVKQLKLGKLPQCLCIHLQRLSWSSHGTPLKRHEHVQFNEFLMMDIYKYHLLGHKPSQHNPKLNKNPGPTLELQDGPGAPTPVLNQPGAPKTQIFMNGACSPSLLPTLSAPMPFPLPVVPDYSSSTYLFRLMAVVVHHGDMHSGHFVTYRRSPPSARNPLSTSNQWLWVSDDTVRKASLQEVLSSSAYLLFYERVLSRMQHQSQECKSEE
USP10 inh: human USP10 deubiquitinase inhibition; Q14694; purified USP10, Ub-rhodamine fluorescence, 60 min; inhibition, % at 20 µM; 1.1% of 47,000 active
Numbers without * were called inactive; i = inactive; · = no result given. No stated cut-off is given here; in the data, active means inhibition above about 30%; inactive means the rest.

OTUD3 block | USP28 block | USP30 inh | UCHL1 block | USP10 inh | USP17 inh | USP7 inh | USP8 block | SMILES
-3 | 0 | 15 | -4 | -2 | · | -9 | -4 | Cc1nn(-c2ccc(F)cc2)c(C)c1S(=O)(=O)NC1CC1
-11 | -15 | -12 | -4 | 1 | 2 | -2 | -15 | COc1ccc(NS(=O)(=O)c2ccccc2C(F)(F)F)cc1S(=O)(=O)N1CCOCC1
26 | 19 | 37* | 6 | 6 | 19 | 3 | 13 | CCCN(CC(=O)Nc1ccccc1C)CC(=O)Nc1cccc2ccccc12
1 | · | · | 0 | 1 | 3 | 0 | 2 | CC(C)(Oc1ccc(Cl)cc1)C(=O)N1CCOCC1
13 | -2 | 17 | -4 | 12 | · | 0 | -4 | Cc1nc2ccc(NC(=O)CSc3nnc(-c4cc5ccccc5o4)n3C)cc2[nH]1
15 | 9 | 14 | -2 | 2 | 12 | -21 | 11 | Cc1cnc(NC(=O)c2ccccc2-c2ccc(C(F)(F)F)cc2)s1
-16 | -7 | 6 | -3 | -1 | -19 | -4 | -38 | O=C(CC1CC1)N1C[C@@H]2c3nc(Nc4ccccc4)ncc3CS(=O)(=O)[C@@H]2C1
-55 | -59 | -198 | -13 | -6 | -33 | -13 | -26 | Cc1ccc(C2=NC3(CCN(C(=O)c4cccc(F)c4)CC3)ON2)cc1
0 | -4 | -27 | -1 | -1 | -9 | 1 | -47 | Cc1ccccc1CNC(=O)N1CCC2(CC1)OC(C(=O)N1CCCC1)Cn1ccnc12 (stereo not drawn)
11 | 30* | 21 | 3 | 6 | 6 | 5 | 5 | Cc1ccc(OCC(=O)Nc2onc3c2CCCC3)cc1C
10 | 9 | -3 | -1 | 35* | 3 | 12 | 67* | Cc1cc(C)c(NC(=O)Cc2sc(Nc3ccc(C)c(C)c3)nc2O)c(C)c1
-1 | -2 | 29 | 1 | -5 | 5 | 0 | -16 | CC(=O)Nc1ccc(C(=O)NC2CCN(c3cc(-c4ccccc4)[nH]n3)CC2)cc1
-5 | -5 | -10 | -2 | 0 | -8 | -14 | -4 | COc1ccc(Cn2c(CO)cnc2SCC(=O)Nc2ccc(F)cc2)cc1
-5 | -6 | -20 | -3 | 10 | 0 | -7 | -4 | CC1CCc2c(sc3nc(SCC(=O)NCc4ccco4)[nH]c(=O)c23)C1 (stereo not drawn)
1 | -7 | 10 | 1 | -3 | -1 | -1 | -2 | CCS(=O)(=O)N1CCC[C@@H]1Cn1c(C(F)(F)F)cc(=O)c2cc(C)ccc21
4 | -4 | 6 | -2 | 16 | 4 | 5 | 7 | O=C(c1ccccc1O)N(Cc1ccco1)C1(C(=O)Nc2ccc(Br)cc2)CCCCC1
-4 | -4 | -36 | -3 | -3 | -4 | -1 | 3 | Cc1cc(C(=O)COc2ncnc3ccccc23)c(C)n1CC1COc2ccccc2O1 (stereo not drawn)
13 | 12 | 24 | 4 | -1 | 5 | 0 | 19 | O=C(c1ccc2c(c1)OCO2)N1CCN(c2ccccn2)CC1
0 | 0 | -12 | -1 | 2 | -8 | 1 | -58 | CC(=O)N1CC[C@@]2(C(=O)N3CCCC3)CCN(C(=O)Nc3cccc(Cl)c3)CC[C@@H]12
6 | 13 | 27 | 2 | 0 | 34* | 4 | 1 | O=C(c1cc2occc2c(Nc2ccc(F)cc2)n1)N1CCN(c2ccccn2)CC1
3 | 4 | 3 | 2 | -3 | 8 | -7 | 16 | O=C(Cn1c(=O)n(-c2ccccc2)c(=O)c2oc3ccccc3c21)N1CCOCC1
2 | 5 | 5 | 2 | 4 | 8 | 0 | 0 | CCn1c(=O)c2ccccc2n(Cc2nc(-c3ccccc3)no2)c1=O
-3 | 0 | -12 | -5 | -1 | 0 | -3 | -10 | CC1CSc2ccc(S(=O)(=O)NCc3ccccc3)cc2NC1=O (stereo not drawn)
-3 | 0 | 0 | 0 | 1 | -3 | -14 | 0 | Cc1occc1-c1nnc(SC(C)C(=O)Nc2ccccc2)o1 (stereo not drawn)
-7 | 2 | -13 | 0 | -2 | -2 | -26 | -14 | O=C(Nc1ccccc1)C1CCc2nc(N3CCCC3)ncc2C1 (stereo not drawn)
3 | 5 | 12 | 0 | 0 | -1 | 6 | -25 | COc1ccc(NC(=O)C(C)CN2CCN(c3ccccc3)C(=O)C2=O)cc1 (stereo not drawn)
71* | 24 | 88* | 7 | -2 | 77* | 16 | 12 | CCn1nc(C)c(CNC(=O)c2[nH]c3ccc(C)cc3c2NC(=O)c2cccc(C)c2)c1C
-5 | -7 | -9 | -1 | 6 | -10 | -1 | -5 | CC(C)C(NS(=O)(=O)c1ccc2c(c1)OCCO2)C(=O)Nc1ccc(N2CCOCC2)cc1 (stereo not drawn)
-10 | -12 | -5 | 0 | -1 | -1 | 0 | 6 | Cc1cc2nc(-c3ccc4c(c3)CCC4)cc(C(F)(F)F)n2n1
16 | 20 | 28 | 4 | -3 | 15 | -1 | 18 | Fc1cccc(Cn2c(/C=C/c3ccccc3Cl)nc3ccccc32)c1
-2 | -3 | -4 | 0 | -3 | -17 | -1 | -4 | CC(C)[C@@H](C)[C@H](O)C(=O)[C@@H](C)C1CC[C@H]2[C@H]3C(=O)[C@@H]4O[C@@]45C[C@@H](OC(=O)C(O)C(C)(C)O)CC[C@]5(C)[C@]34O[C@@H]4C[C@]12C (stereo partly drawn)
-12 | -8 | -30 | -3 | -3 | -7 | 0 | 1 | Cc1c(C#N)c2ccccc2n1CC(=O)NCC1CCCO1 (stereo not drawn)
-171 | -237 | i | -154 | -5 | -167 | -143 | -14 | COc1cc2c(cc1OC)-c1cc(-c3ccc(F)cc3)c(C#N)c(=N)n1CC2
-15 | -26 | -56 | -7 | -4 | · | -6 | 9 | COc1ccc(C(=O)Nc2cccn3ncnc23)cc1
8 | 2 | 16 | 0 | -3 | 7 | 2 | 4 | COc1ccc(CNC(=O)[C@H](C)NC(=O)C2CCN(C(=O)[C@H](Cc3ccccc3)NC(=O)OC(C)(C)C)CC2)cc1
6 | 10 | 0 | 0 | -2 | 0 | 3 | 14 | Cc1ccc2c(c1)N(S(C)(=O)=O)CCC(C(=O)NCc1ccccc1C)O2 (stereo not drawn)
0 | -2 | 0 | -3 | 1 | 2 | 1 | -10 | Cc1cc(=O)[nH]c(C2CN(C(=O)c3cccc4c3OCCO4)CCO2)n1 (stereo not drawn)
-8 | -7 | -5 | 0 | 1 | -1 | 2 | -6 | CC1(C)Oc2ccccc2[C@H]2OCC3(CCN(C(=O)CCCn4cccn4)CC3)C[C@@H]21
-9 | -4 | 4 | 0 | 3 | 1 | 2 | 5 | Cc1nc2ccccn2c(=O)c1Cc1nnc(SCC(=O)Nc2ccc(F)cc2)n1C
1 | 8 | 13 | 6 | -3 | 9 | 5 | 0 | COc1cc(OC)cc(C(=O)Nc2cccc(CCc3nc4ccccc4[nH]3)c2)c1
2 | 9 | 17 | 2 | -2 | 2 | -2 | 2 | Cc1ccc2nc3c(cc2c1)CCN3C(=O)C(C)C
0 | 13 | 10 | 0 | 2 | 3 | 5 | -7 | COCCn1c(=O)[nH]c2cc(C(=O)Nc3cc(OC)c(OC)c(OC)c3)ccc2c1=O
0 | -3 | -8 | -3 | 0 | -9 | -11 | -3 | CC(C)Cn1c(C2CC(=O)N(Cc3ccc(F)cc3)C2)nc2ccccc21 (stereo not drawn)
0 | -5 | -15 | -2 | 0 | -5 | -10 | -1 | O=C(Cn1c(=O)n(-c2ccccc2)c(=O)c2oc3ccccc3c21)N1CCCCC1
7 | 15 | 15 | -2 | 3 | 8 | 1 | 22 | CSc1nnc(COc2cccc3ccc(C)nc23)n1C
2 | 34* | -33 | 3 | 3 | 18 | 1 | 3 | COc1cc(C(=O)Nc2ccc3nccnc3c2)cc(OC)c1OC
6 | 12 | 16 | 1 | 1 | 1 | 4 | -6 | COc1ccc(CNC2C3CC4CC(C3)CC2C4)c(OC)c1 (stereo not drawn)
0 | 11 | 43* | 7 | 17 | 23 | 8 | 19 | CCOc1ccc(NS(=O)(=O)c2ccc(NC(=O)COc3ccccc3C)cc2)cc1
6 | 18 | 15 | 6 | 2 | 1 | -1 | -1 | COC(=O)c1ccc(C(=O)Nc2nc3c(s2)CCCC3)cc1
-8 | -5 | -31 | 0 | -6 | -6 | -10 | 0 | CC(C)C(=O)N(Cc1ccc(-c2ccc(F)cc2)o1)C1CCS(=O)(=O)C1 (stereo not drawn)
-1 | -5 | -58 | -2 | -9 | · | -13 | 7 | Cc1cc(C)c(NC(=O)C23CCC(=O)N2c2ccccc2S3)c(C)c1 (stereo not drawn)
-55 | -40 | -127 | 10 | -8 | -37 | 12 | 50* | O=C(c1ccccc1)c1c[nH]c2cc3c(cc2c1=O)OCO3
0 | -9 | -9 | -1 | -3 | -1 | 0 | 5 | O=C(CO)N1C[C@H](Oc2ccccn2)[C@H]2C[C@@H]1CC[C@H]2N1CCOCC1
-2 | -6 | -8 | -3 | -2 | 5 | 0 | 0 | CCSc1ccccc1C(=O)Nc1ccccc1C(=O)N1CCOCC1
10 | 5 | 6 | 0 | -3 | 5 | -2 | -3 | COc1cc(C(=O)N2CCNC(=O)CC2c2ccccc2)ccc1C (stereo not drawn)
8 | 28 | 25 | 5 | 2 | · | 13 | 17 | COc1ccc(-c2cc(C(=O)NC3CCCc4ccccc43)[nH]n2)cc1 (stereo not drawn)
16 | 7 | 6 | -1 | 0 | 11 | 3 | 14 | O=c1nc2n(c3ncccc13)CCC2
6 | 1 | 13 | 1 | 2 | 6 | 7 | 14 | Cc1nn(CC(=O)Nc2cccc(C#N)c2)c(C)c1S(=O)(=O)NC(C)(C)C
0 | 5 | 5 | -1 | 1 | 4 | 3 | 3 | O=C(CCCc1c[nH]c2ccccc12)N1CCN(C(=O)c2ccccn2)CC1
-13 | 2 | -75 | -1 | -1 | 33* | 0 | -170 | Cc1cc(C)n2cc(-c3sccc3Cl)c(C#N)c2n1

Structures above shown as hits in USP8 block:
OTUD3 block | USP28 block | USP30 inh | UCHL1 block | USP10 inh | USP17 inh | USP7 inh | USP8 block | SMILES
10 | 9 | -3 | -1 | 35* | 3 | 12 | 67* | Cc1cc(C)c(NC(=O)Cc2sc(Nc3ccc(C)c(C)c3)nc2O)c(C)c1
-55 | -40 | -127 | 10 | -8 | -37 | 12 | 50* | O=C(c1ccccc1)c1c[nH]c2cc3c(cc2c1=O)OCO3

Additional results
OTUD3 block | USP28 block | USP30 inh | UCHL1 block | USP10 inh | USP17 inh | USP7 inh | USP8 block | SMILES
-8 | -12 | -52 | -4 | -3 | -10 | -6 | -14 | CC1CCN(S(=O)(=O)c2cc(-c3nnc(C4CCCC4)o3)co2)CC1
2 | -6 | -1 | -1 | -1 | 0 | 1 | 1 | Cc1cc2n(n1)CCCN2C(=O)CCC(=O)N1CCN(Cc2ccccc2)CC1
8 | 11 | 18 | 0 | 9 | 3 | 12 | 34* | CC(C)CCNC(=O)c1ccc2c(=O)n(C3CCCC3)c(=O)[nH]c2c1
0 | -6 | 2 | 0 | 1 | 34* | 1 | 0 | COc1ccc(-n2nnnc2CN2CCN(S(=O)(=O)c3ccc(F)cc3)CC2)cc1

In the list so far, 13 have an aryl methoxy group:
OTUD3 block | USP28 block | USP30 inh | UCHL1 block | USP10 inh | USP17 inh | USP7 inh | USP8 block | SMILES
-11 | -15 | -12 | -4 | 1 | 2 | -2 | -15 | COc1ccc(NS(=O)(=O)c2ccccc2C(F)(F)F)cc1S(=O)(=O)N1CCOCC1
-5 | -5 | -10 | -2 | 0 | -8 | -14 | -4 | COc1ccc(Cn2c(CO)cnc2SCC(=O)Nc2ccc(F)cc2)cc1
3 | 5 | 12 | 0 | 0 | -1 | 6 | -25 | COc1ccc(NC(=O)C(C)CN2CCN(c3ccccc3)C(=O)C2=O)cc1 (stereo not drawn)
-171 | -237 | i | -154 | -5 | -167 | -143 | -14 | COc1cc2c(cc1OC)-c1cc(-c3ccc(F)cc3)c(C#N)c(=N)n1CC2
-15 | -26 | -56 | -7 | -4 | · | -6 | 9 | COc1ccc(C(=O)Nc2cccn3ncnc23)cc1
8 | 2 | 16 | 0 | -3 | 7 | 2 | 4 | COc1ccc(CNC(=O)[C@H](C)NC(=O)C2CCN(C(=O)[C@H](Cc3ccccc3)NC(=O)OC(C)(C)C)CC2)cc1
1 | 8 | 13 | 6 | -3 | 9 | 5 | 0 | COc1cc(OC)cc(C(=O)Nc2cccc(CCc3nc4ccccc4[nH]3)c2)c1
0 | 13 | 10 | 0 | 2 | 3 | 5 | -7 | COCCn1c(=O)[nH]c2cc(C(=O)Nc3cc(OC)c(OC)c(OC)c3)ccc2c1=O
2 | 34* | -33 | 3 | 3 | 18 | 1 | 3 | COc1cc(C(=O)Nc2ccc3nccnc3c2)cc(OC)c1OC
6 | 12 | 16 | 1 | 1 | 1 | 4 | -6 | COc1ccc(CNC2C3CC4CC(C3)CC2C4)c(OC)c1 (stereo not drawn)
10 | 5 | 6 | 0 | -3 | 5 | -2 | -3 | COc1cc(C(=O)N2CCNC(=O)CC2c2ccccc2)ccc1C (stereo not drawn)
8 | 28 | 25 | 5 | 2 | · | 13 | 17 | COc1ccc(-c2cc(C(=O)NC3CCCc4ccccc43)[nH]n2)cc1 (stereo not drawn)
0 | -6 | 2 | 0 | 1 | 34* | 1 | 0 | COc1ccc(-n2nnnc2CN2CCN(S(=O)(=O)c3ccc(F)cc3)CC2)cc1
